High-throughput results (PubChem)
MCL1 BIM primary = inhibitors of human MCL1 binding to BIM-BH3 peptide | inhibition, % at 10.9 µM | AID 2057 | 320,000 compounds, 0.68% hits | GST-MCL1 / FITC-Bim-BH3 fluorescence polarization;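 active = inhibition above the mean inhibition of all tested compounds plus 3 SD, set per campaign, cut at about 40% in these data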;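 note: 0% = DMSO wells and 100% = unlabeled Bim-BH3 peptide control; higher means more loss of mP so more displacement of Bim peptide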
Yeast superoxide = caloric restriction mimetics inhibiting age-related superoxide in yeast | S. cerevisiae aged cells, superoxide DHE fluorescence; stronger effect = lower value | superoxide response (% of plate mean), % at 10 µM | 330,000 compounds, 0.18% hits | AID 2690;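 active = superoxide response under a set limit, about three screen SD below normal, cut at about 65% in these data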;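 note: yeast aged for seven days with compound at 30 °C before DHE staining; 100% = average MFI of all compound-treated wells on the plate with controls excluded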
GRK2 aptamer HTS = inhibitors of human GRK2 displacing RNA aptamer. P25098. bead flow cytometry, FAM-aptamer displacement from GRK2. inhibition of aptamer binding, % at 10 µM. 330,000 compounds, 0.59% hits. AID 488847;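 active = inhibition of aptamer binding above 40%, roughly 3 SD of noise, on plates passing a quality check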;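 note: median bead fluorescence of bound FAM aptamer so fluorescent compounds give negative values; no value below 0 was filed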
BCLXL inh = Bcl-xL (human) inhibition. GST-Bcl-xL / FITC-Bim BH3 peptide fluorescence polarization. 320,000 compounds, 0.7% hits. AID 2129. Q07817. inhibition, % at 10.9 µM;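 active = inhibition above the mean of all tested compounds plus 3 SD, cutoff set per campaign, cut at about 30% in these data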;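 note: 0% = DMSO wells and 100% = unlabeled Bim-BH3 peptide competitor; inhibitors lower millipolarization by displacing the labeled peptide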
VLA-4 inh = inhibition in a human VLA-4 binding assay | P13612 | VLA-4 expressing cells, ligand binding flow cytometry | inhibition, % (about 7 µM as worked out from the volumes in the protocol) | 330,000 compounds, 0.2% hits | AID 2557; in the data active = inhibition above about 50%
Target sequence (P13612 whole entry, looked up): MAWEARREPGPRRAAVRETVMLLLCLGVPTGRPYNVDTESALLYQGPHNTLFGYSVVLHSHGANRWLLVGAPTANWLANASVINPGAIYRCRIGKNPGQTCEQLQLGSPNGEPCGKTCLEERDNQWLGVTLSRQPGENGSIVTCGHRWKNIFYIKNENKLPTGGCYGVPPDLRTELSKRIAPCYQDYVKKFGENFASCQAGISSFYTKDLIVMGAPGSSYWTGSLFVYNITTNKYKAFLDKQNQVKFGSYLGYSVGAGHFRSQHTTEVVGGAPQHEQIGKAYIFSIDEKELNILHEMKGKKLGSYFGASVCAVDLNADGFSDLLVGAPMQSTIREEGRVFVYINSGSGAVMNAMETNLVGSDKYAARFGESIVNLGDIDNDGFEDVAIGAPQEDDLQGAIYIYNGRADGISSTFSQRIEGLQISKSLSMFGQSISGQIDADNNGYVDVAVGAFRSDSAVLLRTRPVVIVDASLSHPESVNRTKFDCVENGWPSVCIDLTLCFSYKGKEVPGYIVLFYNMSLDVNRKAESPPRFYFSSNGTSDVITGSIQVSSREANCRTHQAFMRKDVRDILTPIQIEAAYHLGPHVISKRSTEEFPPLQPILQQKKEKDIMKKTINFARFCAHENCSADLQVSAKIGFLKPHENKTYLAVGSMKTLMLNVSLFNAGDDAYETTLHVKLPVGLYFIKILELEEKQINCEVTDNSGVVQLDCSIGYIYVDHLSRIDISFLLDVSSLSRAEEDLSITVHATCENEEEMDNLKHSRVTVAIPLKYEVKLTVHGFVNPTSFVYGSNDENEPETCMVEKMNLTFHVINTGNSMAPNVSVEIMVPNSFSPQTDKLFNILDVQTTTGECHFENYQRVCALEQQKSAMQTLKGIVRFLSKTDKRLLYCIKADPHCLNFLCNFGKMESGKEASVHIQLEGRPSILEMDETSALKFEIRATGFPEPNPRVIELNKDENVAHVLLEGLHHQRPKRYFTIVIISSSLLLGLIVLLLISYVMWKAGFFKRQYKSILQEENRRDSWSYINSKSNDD
GLD-1 TGE inh = GLD-1-TGE RNA interaction inhibition (C. elegans). purified GLD-1 + fluorescein TGE RNA, fluorescence polarization. 320,000 compounds, 0.44% hits. inhibition, % at 5.96 µM. AID 2280. Q17339;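 active = percent inhibition above a per-plate cutoff, the plate mean of test compounds plus 3 SD, cut at about 30% in these data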;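 note: 0% = DMSO wells with GLD-1 and probe and 100% = wells lacking GLD-1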
AGP1 TOR yeast = modulators of TOR pathway AGP1-GFP in S. cerevisiae. AID 2066. GFP response vs DMSO, % at 10 µM. S. cerevisiae AGP1-GFP multiplex flow cytometry, 3 h; GFP as percent of DMSO wells. 320,000 compounds, 0.02% hits;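 active = GFP response relative to DMSO above a set limit, near screen average plus 3 SD, cut at about 150% in these data; inconclusive = fewer than 70 cells counted for the yeast strain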;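 note: median GFP channel fluorescence of the gated AGP1 strain per well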
CIT2-GFP yeast = yeast TOR pathway CIT2-GFP modulation | 320,000 compounds, 0.065% hits | AID 2029 | S. cerevisiae CIT2-GFP strain, flow cytometry, 3 h; 100 means same as DMSO wells | GFP response vs DMSO, % at 10 µM;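 active = GFP response relative to DMSO above a set limit, near the screen mean plus 3 SD, cut at about 150% in these data; inconclusive = Fewer than 70 cells measured for a yeast strain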;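 note: ratio of well median GFP fluorescence to mean of DMSO wells on the plate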
MEX-5 binding = C. elegans MEX-5 TCR-2 RNA binding activity; MEX-5/FITC-TCR2 RNA binding, fluorescence polarization; stronger effect = lower value; 300,000 compounds, 0.38% hits; AID 1832; activity score (negative = inhibition of binding), % at 10 µM; Q9XUB2;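 active = inhibition past about -25% in most replicates, and total fluorescence under double the plate's negative control median, limit read from the data; inconclusive = replicates evenly split on the limit, or fluorescence at least double controls; inactive = too little inhibition in most replicates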;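 note: 0% = DMSO and -100% = 5 µM competing unlabeled TCR2 RNA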
An asterisk follows results filed as active; ? = inconclusive; / = no result given; [ ] = dose if it differs, or a comment. Rows were taken by chance. Share with any hit: about 2.1%.

SMILES	MCL1 BIM primary	Yeast superoxide	GRK2 aptamer HTS	BCLXL inh	VLA-4 inh	GLD-1 TGE inh	AGP1 TOR yeast	CIT2-GFP yeast	MEX-5 binding
Cc1cc2c(cc1C)NC(c1c(C)n(C)n(-c3ccccc3)c1=O)C1=C(CC(C)(C)CC1=O)N2 (centres undefined)	135*	119	0	120*	-144	85*	?	?	-8.8
Cc1ccc(CNC(=O)C2CCN(S(=O)(=O)c3cccnc3)CC2)cc1	-3	110	7	0	5	4	98	95	-5.1
CC1(C)Oc2ccc(NC(=O)c3ccco3)cc2O1	-1	112	0	2	8	1	105	110	-2.2
CCc1ccccc1N(CC(=O)NCCSCc1ccco1)S(C)(=O)=O	4	93	0	5	0	-1	107	104	0.1
O=C(OCn1nnc2ccccc2c1=O)C1CCCCC1	0	94	0	5	0	-5	94	88	-1.5
Cc1cc(OC(C)C(=O)NCCCN2CCOCC2)ccc1Cl (centres undefined)	6	97	0	-1	-14	-4	113	110	-1.9
CCCNC(=O)NC(=O)COC(=O)c1cccc(NS(=O)(=O)c2ccc(F)c(F)c2)c1	-3	83	1	5	-68	-1	105	94	0.8
COc1ccc(CCN2C(=O)CSC2c2ccc(F)cc2)cc1 (centres undefined)	4	111	0	5	-4	1	90	90	1.0
N#Cc1cccc2cnccc12	12	91	0	6	2	1	99	91	-1.9
Cc1ccc(NCc2nnc(SCC(=O)O)n2-c2ccc(C)cc2)cc1	4	122	2	5	4	1	105	97	-1.4
COc1ccccc1-c1cc(C(F)(F)F)n2ncc(C(=O)N3CCc4ccccc4C3)c2n1	-3	84	0	0	4	3	99	/	-0.5
CCOc1ccccc1C(=O)N1c2ccccc2Sc2ccccc21	-6	57*	0	-3	-1	-1	25[may fluoresce violet]	?	0.3
CC(C)=CCN1CCN(Cc2ccc(Oc3ncccn3)cc2)CC1CCO (centres undefined)	6	75	7	13	4	5	102	104	0.9
COc1cccc(-c2nn3c(-c4cccc(C)c4)nnc3s2)c1	-6	137	0	-2	3	-1	90	90	/
Cc1c(Cl)cccc1NC(=O)CNc1ccccc1F	-10	90	0	-4	14	5	91	100	-0.3
Cc1ccc2c(CC(=O)NCc3ccco3)coc2c1C	2	99	1	-1	18	4	101	83	-0.7
COC(=O)\C(C(C)=O)=C(/C=C/C=C/N(C)C)N(C)C	26	99	8	32*	-35	21	95	96	-8.0
CCc1ccc(OC(=O)CN2C(=O)c3ccccc3C2=O)cc1	8	107	0	4	5	9	88	96	0.5
Cc1ccc(Nc2nc(CSc3nnc(-c4cccs4)o3)cs2)cc1	-10	90	0	-6	-12	4	102	106	0.0
O=C(NCCCN1CCCC1=O)c1ccccc1NS(=O)(=O)c1ccc(Br)cc1	7	111	1	3	1	2	105	101	1.2
Cc1cc(-c2ccccc2)c(C#N)c(N)n1	-8	127	3	-1	8	-13	95	98	0.9
N/C(=N\c1nc2ccccc2o1)NC(=O)c1ccccc1Br	11	97	0	2	14	-7	106	102	0.9
COc1ccc(OC)c(/C=N\Nc2nccs2)c1	15	93	0	5	-2	5	85	85	2.6
COc1ccc(/C=C/C(=O)OCC(=O)NC2CCCC(C)C2C)cc1S(=O)(=O)N1CCOCC1 (centres undefined)	5	125	2	0	0	-4	95	85	-0.5
COc1cccc(-c2ccnc3[nH]n(-c4ccccc4)c(=O)c23)c1	3	106	1	5	6	-6	90	108	4.9
CCN(CC)S(=O)(=O)c1cccc(-c2cn3cccnc3n2)c1	5	102	0	7	10	7	102	97	-1.9
Cn1c(=O)c2c(SCC(=O)NCc3ccco3)nc(CC(C)(C)C)nc2n(C)c1=O	1	107	0	8	-10	6	99	96	0.5
O=C(CCC(=O)N1CCOc2ccccc21)NCCCN1CCCCC1	-1	128	5	-4	4	-7	90	82	-0.2
Fc1ccc(N2CCN(c3cnc4ccccc4n3)CC2)cc1	7	93	2	4	-3	-4	105	111	0.6
COc1ccccc1NC(=O)Cc1noc(CSc2n[nH]c(N)n2)n1	-8	97	0	-11	-8	4	100	101	3.0
COc1ccc(CNC(=O)c2cc(-c3ccc(OC)c(OC)c3)on2)cc1	3	81	1	-5	0	3	99	105	1.8
O=S(=O)(Nc1ccncc1)c1cc(Cl)c(Cl)cc1Cl	3	102	1	3	17	-3	89	92	-4.3
Cc1cccc(NC(=S)N2CCC(N(C)CC3CCCO3)CC2)c1 (centres undefined)	-2	106	0	0	4	3	94	89	3.2
CCOC(=O)c1c(NC(=O)COC(=O)Cn2cnc3c2c(=O)n(C)c(=O)n3C)sc(C)c1CC	-14	91	3	-8	-13	6	98	99	0.9
Cc1ccc(NC(=O)CNC(=O)c2ccc3c(c2)OCO3)nc1	1	113	0	3	2	10	98	107	1.5
COc1ccc(OC)c(C(c2nnnn2Cc2ccccc2)N2CCN(C)CC2)c1 (centres undefined)	-6	117	2	-2	9	-7	100	97	0.5
CCC1CCCCN1CCCNC(=O)c1ccc2c(c1)c(C)c(C)n2C (centres undefined)	0	100	0	1	2	6	108	103	2.9
CCCC(=O)Nc1ccc2oc(-c3cccnc3)nc2c1	-4	94	0	2	0	-4	98	88	-0.5
O=C(O)c1cccc([N+](=O)[O-])c1C(=O)Nc1nc2ccccc2s1	-2	79	3	-2	5	1	102	82	1.2
Cn1c(SCC(=O)NCc2ccco2)nnc1-c1cccs1	-4	98	86*	-1	34	4	102	104	-0.6
COC(=O)c1ccc(/C=N/n2cnnc2)cc1	4	108	0	-2	-1	0	91	87	-0.6
Cc1cccc(C(=O)OCC(=O)N2CCN(C(=O)c3ccco3)CC2)c1O	/	86	2	/	13	2	100	113	/
O=C(c1ccco1)N1CCC(c2ccccc2)C1 (centres undefined)	-2	100	1	0	14	2	94	91	1.7
O=C(NC(=S)Nc1cccc(C(F)(F)F)c1)c1ccc2nonc2c1	-1	98	2	-1	-6	6	104	101	1.1
CN1CCN(c2ccc(NC(=O)N3CCc4ccccc43)cc2)CC1	-2	87	0	1	6	-1	99	105	-1.0
CCC(C)(C)NC(=O)C1c2ccccc2Oc2ccccc21	3	101	0	7	4	3	104	102	0.9
O=C(NCc1ccncc1)c1ccc(Br)cc1	5	111	5	7	12	3	86	87	0.1
O=c1n(Cc2ccc(Cl)cc2)c2sc3c(c2c2ncnn12)CCCC3	4	97	1	-1	-9	1	94	87	1.7
CCCCOc1ccc(Br)cc1/C(C)=N/NC1=NCCN1	8	101	0	7	-5	5	/	113	-4.8
O=S(=O)(c1ccc2nc(Cc3cccc(C(F)(F)F)c3)[nH]c2c1)N1CCOCC1	0	106	0	6	11	3	101	100	-0.9
Cc1sc(-n2c(C)cc(C=O)c2C)c(C(=O)O)c1C	15	101	32	9	-14	2	105	110	-0.2
COc1ccc(NC(=O)COC(=O)c2c3c(nc4ccccc24)CCCC3)cc1	-1	105	3	6	-4	0	117	115	-1.2
O=C(Nc1cc(S(=O)(=O)N2CCOCC2)ccc1N1CCOCC1)c1cnccn1	-15	95	0	-9	-2	3	102	104	0.3
O=C(O)c1ccc(N/N=C/c2cn(Cc3ccc(F)cc3)c3ccccc23)cc1	1	119	1	9	-7	9	111	100	0.2
C/C(=C\C(=O)O)C(=O)Nc1nccs1	2	96	1	4	15	0	97	100	-0.3
COCCCNC(=O)CCc1c(C)nc2c(c(C)nn2-c2ccccc2)c1C	/	98	2	/	8	/	91	93	-3.4
CC1(C)COC(c2ccc(F)c([N+](=O)[O-])c2)=N1	-2	107	6	-2	3	0	101	100	/
CCOc1cc(/C=C2/C(=O)ON=C2C)ccc1O	-55	100	0	-38	11	-5	90	92	54
Cc1ccc([C@@H]2[C@@H]3C(=O)N(C)C(=O)[C@@H]3[C@]3(C)C(=O)N(Cc4ccccn4)CC(=O)N23)o1	3	95	0	5	4	6	95	90	1.2
NC(Cc1cccc2nsnc12)C(=O)O (centres undefined)	-5	106	2	1	1	1	97	91	-0.1

Shown as a hit in GLD-1 TGE inh (from the list above):
SMILES	MCL1 BIM primary	GRK2 aptamer HTS	BCLXL inh	VLA-4 inh	GLD-1 TGE inh	AGP1 TOR yeast	CIT2-GFP yeast	MEX-5 binding
Cc1cc2c(cc1C)NC(c1c(C)n(C)n(-c3ccccc3)c1=O)C1=C(CC(C)(C)CC1=O)N2 (centres undefined)	135*	0	120*	-144	85*	?	?	-8.8

(cont.)
SMILES	MCL1 BIM primary	Yeast superoxide	GRK2 aptamer HTS	BCLXL inh	VLA-4 inh	GLD-1 TGE inh	AGP1 TOR yeast	CIT2-GFP yeast	MEX-5 binding
O=C(Nc1cccc(C(F)(F)F)c1)c1ccco1	2	88	0	-2	8	2	86	93	1.3
CN(C)c1ccc(CN(C(=O)c2cccs2)C2CCS(=O)(=O)C2)cc1 (centres undefined)	5	121	1	3	16	-1	97	96	-3.1
Cc1cc(C)n(-c2ncnc3sc4c(c23)CC(C)CC4)n1 (centres undefined)	-8	85	0	-9	-9	-3	110	102	0.8
CC(=O)N1CCOc2ccc(S(=O)(=O)NCc3ccc(Cl)cc3)cc21	-1	88	0	0	23	-1	94	98	-0.6
Cc1ccc(S(=O)(=O)CCC(=O)Nc2cccc(Cl)c2)cc1	6	101	3	4	6	5	93	94	-3.5
CCC(C)NC(=O)C1CCN(S(=O)(=O)c2cccc3nonc23)CC1 (centres undefined)	5	107	1	3	-7	2	106	104	-2.8
CC(=O)Nc1c(O)nc(SCc2ccccc2C#N)[nH]c1=O	6	102	0	1	7	0	99	98	0.4
CCCn1c(C)cc(C(=O)COc2ccc(-c3nnco3)cc2)c1C	-1	94	0	2	8	-9	85	83	0.1
O=C(C1CCCN(S(=O)(=O)Cc2ccccc2)C1)N1CCCCC1 (centres undefined)	-1	111	2	8	17	3	106	108	1.2
Cc1nnc2c3ccccc3c(-c3ccc(O)cc3)nn12	-2	106	0	-3	30	2	87	85	-1.1
O=C(NC1CCN(C(=S)Nc2ccc(Cl)cc2)CC1)c1ccco1	7	106	4	0	14	9	101	93	-2.0
CC(=O)Nc1ccc(S(=O)(=O)N/N=C/c2ccc(C)s2)cc1	8	90	3	3	29	10	100	94	1.8
O=C(COC(=O)/C=C/c1ccco1)NCCc1ccccc1	1	83	9	4	7	-1	96	90	-2.8
O=C(CSc1ccc2ccccc2c1)N1CCN(c2ccc(O)cc2)CC1	2	108	0	8	-26	5	97	105	1.3
CC1CC(=O)N(CC(=O)Nc2ccccc2F)c2ccccc2S1(=O)=O (centres undefined)	4	83	3	6	-4	3	111	109	0.3
O=C(Cn1cnc2ccccc2c1=O)OCCCCN1C(=O)c2ccccc2C1=O	-4	105	0	-7	1	6	106	101	1.3
O=C(c1ccc(Oc2ccccc2)cc1)c1nc2c(n1O)CCCC2	1	97	0	1	3	7	87	95	-2.4
CC(=O)Nc1nonc1-c1nc2ccccc2n1CCC(C)C	-5	111	2	4	1	2	103	118	-1.6
C=C(C)CNC(=O)C1CCC(=O)N(CCCc2ccccc2)C1 (centres undefined)	6	102	1	3	7	0	101	109	1.5
CCOc1ncccc1C(=O)OCC(=O)NCc1ccccc1	/	102	0	/	-11	0	95	95	/
